KCNQ2 inh: KCNQ2 potassium channel inhibitors, primary screen, cell-based, CHO-K1, FluxOR thallium flux, B-score (AID 2156). B-score at 10 µM. Potassium voltage-gated channel subfamily KQT member 2 (Rattus norvegicus), O88943. 20 min; stronger effect = lower value. 310,000 compounds, 1.1% hits;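 active means fluorescence ratio B-score at most minus 3 library SDs, with starting brightness B-score within 2 library SDs, cut at about -5.5 in these data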
STK33 kinase inh: inhibitors of purified STK33 kinase, primary screen, biochemical, ADP-Glo luminescence, homogeneous, cell-free; inhibition, % at 10 µM; MBP phosphorylation; 320,000 compounds, 0.073% hits; Serine/threonine-protein kinase 33 (Homo sapiens), Q9BYT3;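 active means inhibition at or above 25%, using the most active replicate where run in duplicate; inactive means inhibition below 25%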
Target sequence (Q9BYT3 whole entry, looked up): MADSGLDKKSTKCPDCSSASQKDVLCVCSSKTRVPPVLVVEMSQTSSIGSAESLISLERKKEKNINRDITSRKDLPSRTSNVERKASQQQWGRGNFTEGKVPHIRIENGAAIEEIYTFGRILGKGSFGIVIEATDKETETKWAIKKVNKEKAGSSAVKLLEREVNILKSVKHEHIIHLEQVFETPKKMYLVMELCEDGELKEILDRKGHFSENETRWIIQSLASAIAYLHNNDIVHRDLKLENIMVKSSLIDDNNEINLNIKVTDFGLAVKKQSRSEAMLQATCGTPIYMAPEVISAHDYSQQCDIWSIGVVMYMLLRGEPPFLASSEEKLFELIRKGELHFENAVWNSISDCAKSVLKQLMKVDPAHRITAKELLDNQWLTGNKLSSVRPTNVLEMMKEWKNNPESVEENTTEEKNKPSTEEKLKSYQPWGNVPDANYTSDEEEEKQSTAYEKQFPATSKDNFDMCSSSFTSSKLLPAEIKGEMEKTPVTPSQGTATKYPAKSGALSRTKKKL
OX1R FRET antag: antagonists of human orexin 1 receptor (OX1R); AID 485270, 2010; inhibition, % at 6.6 µM; OX1R-expressing cells, FRET antagonist read-out; 330,000 compounds, 1.8% hits; Orexin/Hypocretin receptor type 1 (Homo sapiens), O43613; in the data active means inhibition mostly above about 38%, no sharp cut-off; inactive means mostly below about 40%;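 further: 0% = agonist challenge alone and 100% = reference antagonist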
Target sequence (O43613 whole entry, looked up): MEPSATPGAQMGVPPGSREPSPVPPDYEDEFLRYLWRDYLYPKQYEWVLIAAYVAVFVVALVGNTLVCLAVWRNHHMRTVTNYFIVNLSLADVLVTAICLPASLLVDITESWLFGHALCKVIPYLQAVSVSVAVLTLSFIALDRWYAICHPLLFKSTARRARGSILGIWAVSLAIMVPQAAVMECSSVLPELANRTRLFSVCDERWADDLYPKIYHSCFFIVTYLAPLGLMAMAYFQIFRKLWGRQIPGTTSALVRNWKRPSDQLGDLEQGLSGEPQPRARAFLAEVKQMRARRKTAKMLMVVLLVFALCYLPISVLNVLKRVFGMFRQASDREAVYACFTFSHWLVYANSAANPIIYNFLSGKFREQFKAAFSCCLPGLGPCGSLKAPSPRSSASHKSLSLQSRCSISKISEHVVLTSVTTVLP
The depositor's hits bear a star; i = inactive; . = not tested or not shown.

SMILES | KCNQ2 inh | STK33 kinase inh | OX1R FRET antag
CCN(CC)c1ccc(-c2nnc(SCC(=O)N(CCOC)c3c(N)n(CC(C)C)c(=O)[nH]c3=O)o2)cc1 | i | . | 57*
CN(C1CCCCC1)S(=O)(=O)CCNC(=O)c1ccccc1 | i | 0.0 | 21
CCOCCCn1c(=S)[nH]c2cc(C(=O)N3CCC(C(N)=O)(N4CCCCC4)CC3)ccc2c1=O | i | -0.3 | 18
CCOc1cc(/C=N/NC(=O)c2cc(-c3ccccc3)nc3ccccc23)ccc1O | i | -2.1 | 32
COc1ccc(S(=O)(=O)n2[nH]c(=O)c(CCO)c2C)cc1 | i | 0.2 | 3
COc1ccccc1N1CCN(C2CCCN(C(=O)CCc3c(C)noc3C)C2)CC1 (stereo not drawn) | i | 1.7 | 8
O=C(COC(=O)CNC(=O)c1ccccc1F)Nc1nnc(-c2ccccc2)o1 | i | . | 19
CC(=O)Oc1ccc2c(C)cc(=O)[nH]c2c1 | i | 2.5 | 33
COc1ccc2nc(NC(=O)CCNC(=O)c3ccco3)sc2c1 | . | -0.5 | 6
CCC1CCc2c(n(C)c3ccccc3c2=O)O1 (stereo not drawn) | i | -1.4 | 21
C/C(=N\NC(=O)c1cc(-c2cccc(OC(C)C)c2)nc2ccccc12)c1cccnc1 | i | -1.0 | .
CC(=O)NCc1cn2c(C)csc2n1 | i | 0.2 | 4
COc1ccc(CNCC(=O)Nc2cc(C)nn2-c2nc(C)cc(C)n2)cc1OC | i | -1.1 | 14
COc1ccccc1N1CCN(S(=O)(=O)c2ccc3c(c2)NC(=O)C(C)S3)CC1 (stereo not drawn) | i | 0.4 | 10
COc1ccc(OCC(N)=O)cc1 | i | -0.5 | 12
O=C(CN1CCCC1)Nc1cc(F)ccc1F | i | -0.8 | 7
Cc1ccc(S(=O)(=O)N2CCCC(C(=O)NCCC(C)C)C2)cc1 (stereo not drawn) | i | 1.2 | 13
Cc1ccccc1OCC(=O)NCCN1CCCC1 | . | -3.4 | 12
O=C(O)c1ccc(S(=O)(=O)N2CCCc3ccccc32)cc1 | i | -0.3 | 7
CCOc1ccccc1Nc1nc(-c2sc(NC(=O)c3cccc(Cl)c3)nc2C)cs1 | i | 0.1 | 18
CC1C(=O)Nc2ccccc2N1C(=O)c1c(F)cccc1F (stereo not drawn) | i | -0.4 | 7
CCOc1cc(CNC(CC)CO)ccc1OCC(=O)Nc1cccc(C(F)(F)F)c1 (stereo not drawn) | i | -0.2 | 9
Cc1nc(Nc2nc3ccccc3o2)nc(C)c1C | i | -0.2 | 8
N#Cc1ccc(S(=O)(=O)N2CCCN(c3ccc(C(F)(F)F)cn3)CC2)cc1 | i | -1.3 | 3
Cc1ccc(N=C2NC(=O)/C(=C/C=C/c3ccco3)S2)cc1C | i | 1.2 | 12
Cc1ccc(S(=O)(=O)CCc2nnc(N)s2)cc1 | i | -1.2 | 7
COC(=O)c1sccc1S(=O)(=O)NCc1ccc(S(N)(=O)=O)cc1 | i | 0.1 | 3
S=c1nc2ccccc2c2nc(-c3cccnc3)[nH]n12 | i | -0.6 | 16
CN=C1SC(CC(=O)Nc2ccc(F)cc2F)C(=O)N1/N=C(\C)c1cccc(OCC(=O)O)c1 (stereo not drawn) | i | -1.9 | 22
Cc1cc(C)n2c(SCC(=O)N(C)C3CCCCC3)nnc2n1 | i | -1.1 | 7
COc1ccc(CN(C)C(C)C(=O)Nc2ccc(S(=O)(=O)N3CCCC3)cc2)c(OC)c1OC (stereo not drawn) | i | . | 16
O=C(c1ccco1)N(Cc1ccc(Cl)cc1)Cc1ccco1 | i | -2.2 | 19
O=C(CSc1nc2ccccc2o1)NCCOc1ccccc1 | i | -0.6 | 19
CC(=O)c1ccc(NC(=O)CN2c3cccc4cccc(c34)S2(=O)=O)cc1 | . | -0.3 | 15
COCCNc1c(-c2cc3ccc(C)c(C)c3[nH]c2=O)nc2ccccn12 | i | -1.5 | 21
O=C(O)CSc1nc(-c2cccs2)cc(C(F)(F)F)n1 | i | -0.6 | 1
c1ccc(-c2ncc(-c3ccn[nH]3)s2)cc1 | i | -0.3 | 15
CCC(/C=C1\Sc2ccc(OC)cc2N1CCO)=C\c1sc2ccc(OC)cc2[n+]1CCO | . | -1.0 | 14
COc1ccc(N2CCN(C(=O)c3cc4ccccc4o3)CC2)cc1 | i | -0.8 | -2
COc1cc(OC)cc(C(=O)NC2CCN(CC(=O)Nc3cccc4ccccc34)CC2)c1 | i | -0.4 | 17
O=C(NCc1ccccc1Cl)c1ccc2ccccc2n1 | i | 0.9 | 15
Cc1cccc(OCC(O)Cn2c(-n3nc(C)cc3C)nc3c2c(=O)[nH]c(=O)n3C)c1 (stereo not drawn) | i | -0.2 | 15
NC(=S)NN=C1c2cc(S(=O)(=O)N3CCOCC3)ccc2-c2ccc(S(=O)(=O)N3CCOCC3)cc21 | i | 0.1 | 19
COc1ccc(CNC(=O)C2CCC(CNc3c(N4CCCCC4)c(=O)c3=O)CC2)cc1 (stereo not drawn) | i | -1.8 | 16
Cc1ccc(N2CCN(S(=O)(=O)c3ccc(F)cc3)CC2)c(C)c1 | i | -1.8 | 0
CC1C=CCC2C(=O)N(c3cccc(C(=O)Nc4ccc(F)cc4)c3)C(=O)C12 (stereo not drawn) | i | -1.2 | 18
COc1ccc(S(=O)(=O)N2CCCCCC2)cc1C(=O)NCc1cccs1 | . | -0.7 | 1
O=C(CCN1C(=O)C2C3C=CC(C4CC34)C2C1=O)OCC(=O)c1ccccc1 (stereo not drawn) | i | -0.2 | 22
CCC(C(=O)N1CCC(N2CCCCC2)CC1)n1nc(C)c2sc3ccccc3c2c1=O (stereo not drawn) | i | -1.6 | 10
CC1CC(C)CN(S(=O)(=O)c2ccc(C(=O)N(c3ccccn3)C3CCCCC3)cc2)C1 (stereo not drawn) | i | -0.4 | 20
CC(=O)c1nc2ccccc2n1S(=O)(=O)c1ccc(Cl)cc1 | i | 0.3 | 6
COc1ccccc1CNC(=O)c1cc2c(=O)[nH]c3ccccc3c2n1C | i | -0.8 | 21
Cc1ccc(S(=O)(=O)c2c(N)n(/N=C/c3ccco3)c3nc4ccccc4nc23)cc1C | i | 0.1 | 31
CC1=NCC(C)c2c1[nH]c1ccccc21 (stereo not drawn) | i | -2.2 | 13
COc1ccc(C(=O)O/N=C(\N)c2cccc(C)c2)cc1OC | i | -0.8 | -3
CC(NC(=O)c1cccc(Br)c1)c1ccccc1 (stereo not drawn) | i | 0.1 | 9
COc1ccc(S(=O)(=O)N2CCC(C(=O)N3CCCCC3)CC2)cc1Cl | i | -0.7 | 9
CCC(C)NS(=O)(=O)c1ccc(OCC(=O)Nc2ccc3c(c2)OCO3)cc1 (stereo not drawn) | i | -1.2 | 9
COc1ccc(C(=O)Nc2ccccc2C(=O)Nc2ccccn2)cc1 | i | 2.3 | 3
C/C(CCS(=O)(=O)c1ccccc1)=N/O | i | -0.9 | 24
Next results.
SMILES | KCNQ2 inh | STK33 kinase inh | OX1R FRET antag
Oc1c(N=Nc2ccccn2)ccc2ccccc12 | i | 2.2 | 26
CCOC(=O)N1CCN(c2cc(=O)n(C)c(=O)n2C)CC1 | i | -3.7 | 6
O=C(N/N=C/c1ccco1)C(O)C(O)C(=O)N/N=C/c1ccco1 (stereo not drawn) | i | 0.5 | 12
Cc1occc1C(=O)N/N=C/c1ccc(OCc2ccccc2)cc1 | i | -1.3 | 4
O=C(Cc1ccccc1)NCCc1cccc(Cl)c1 | i | -0.1 | 4
Cc1ccc(-n2c(SCc3nc4ccccc4c(=O)[nH]3)nnc2-c2ccccc2O)cc1 | i | 14 | 27
COC(=O)c1ccc(C(=O)OC)c(NC(=O)CN2CCN(c3ccc(OC)cc3)CC2)c1 | i | 0.1 | 2
O=C1c2cccc3cccc(c23)N1Cc1ccc(F)cc1 | i | 0.3 | 8
Cc1ccc(-c2nc(N3CCN(C)CC3)c3ccccc3n2)cc1 | i | . | 12
O=C(c1cc2c(=O)n3ccccc3nc2s1)N1CCOCC1 | i | -0.8 | 24
Cc1ccc(NC(=O)CSc2nc3ccccc3c3nc(CCc4c(C)n[nH]c4C)nn23)cc1F | i | -0.1 | 12
Cc1cccc(OCC(=O)OCC(=O)N(CC(C)C)c2c(N)n(Cc3ccccc3)c(=O)[nH]c2=O)c1C | i | 0.3 | 13
Cc1cc(C(=O)Nn2c(-c3ccncc3)nc3ccccc3c2=O)ccc1[N+](=O)[O-] | i | -0.2 | 38
CCOc1ccccc1N1CCN(C(=O)CNC(=O)c2ccccc2F)CC1 | i | -1.5 | 10
O=C(COC(=O)c1ccc(O)cc1O)Nc1ccc2ccccc2c1 | . | 0.1 | 11
Cc1cc(C(=O)COc2ccccc2C(N)=O)c(C)n1C1CC1 | i | -0.1 | 7
COc1ccc(CCN2C(=O)NC(NC(=O)CCc3ccccc3)(C(F)(F)F)C2=O)cc1OC (stereo not drawn) | i | -2.7 | 36
O=C(Nc1cccc2nsnc12)c1ccc2c(c1)OCO2 | i | 1.6 | 41
O=C(Nc1cccnc1)c1c(O)c2cccc3c2n(c1=O)CC3 | i | -0.8 | 10
COc1ccc(C(=O)COC(=O)c2c(-c3ccccc3)noc2C)c(OC)c1 | i | -0.7 | 6
COc1c(N2C[C@@H]3CCCN[C@@H]3C2)c(F)cc2c(=O)c(C(=O)O)cn(C3CC3)c12 | i | 1.4 | 8
COc1ccc(CCNC(=O)CCCNC(=O)Cn2cnc3sc(C)c(C)c3c2=O)cc1OC | i | 0.1 | 17
Cc1ccc(-n2nnc(-c3nccs3)n2)cc1 | i | -0.9 | 48
COc1ccc(NC(=O)CC2SC(=NCC3CCCO3)NC2=O)cc1 (stereo not drawn) | i | -0.7 | 25

Molecules shown so far with a Cl atom:
SMILES | KCNQ2 inh | STK33 kinase inh | OX1R FRET antag
CCOc1ccccc1Nc1nc(-c2sc(NC(=O)c3cccc(Cl)c3)nc2C)cs1 | i | 0.1 | 18
O=C(c1ccco1)N(Cc1ccc(Cl)cc1)Cc1ccco1 | i | -2.2 | 19
O=C(NCc1ccccc1Cl)c1ccc2ccccc2n1 | i | 0.9 | 15
CC(=O)c1nc2ccccc2n1S(=O)(=O)c1ccc(Cl)cc1 | i | 0.3 | 6
COc1ccc(S(=O)(=O)N2CCC(C(=O)N3CCCCC3)CC2)cc1Cl | i | -0.7 | 9
O=C(Cc1ccccc1)NCCc1cccc(Cl)c1 | i | -0.1 | 4

(further entries)
SMILES | KCNQ2 inh | STK33 kinase inh | OX1R FRET antag
CCS(=O)(=O)N1N=C(c2cccc(NS(C)(=O)=O)c2)CC1c1ccccc1 (stereo not drawn) | i | -0.8 | 23
CCC(C)(C)NC(=O)C(c1ccc(F)cc1)N(Cc1ccco1)C(=O)CCC(=O)Nc1ccccn1 (stereo not drawn) | i | 8.2 | 57
Cc1cccc(C)c1N1C(=O)c2cccc([N+](=O)[O-])c2C1=O | i | -4.5 | 33
COc1ccc(C(C(=O)NCC2CCCO2)N(C(=O)Cn2nnc3ccccc32)c2ccccc2C(C)=O)cc1OC (stereo not drawn) | i | -1.2 | 21
CN(C)S(=O)(=O)c1cccc(NC(=O)COC(=O)/C=C/c2ccc3c(c2)OCO3)c1 | i | . | 23
Cn1c(=O)c2c(SCC(=O)N3CCN(c4ccccc4)CC3)nc(C3CC3)nc2n(C)c1=O | . | -0.3 | -4
COc1ccc(NC(=O)c2onc(C)c2Cl)cc1 | i | 0.3 | 11
CS(=O)(=O)c1ccc(Cl)c(NC(=O)COC(=O)c2ccc(F)cc2Cl)c1 | i | -1.5 | 10
O=C(/C=C/c1ccccc1)NNC1=NS(=O)(=O)c2ccccc21 | i | -2.1 | 12
CC(C)OCCCNc1ncc2c(n1)CC(c1cccs1)CC2=O (stereo not drawn) | i | 0.2 | 12
Cc1c(NC(=O)C2CCCCN2S(=O)(=O)c2ccc(Cl)cc2)c(=O)n(-c2ccccc2)n1C (stereo not drawn) | i | -0.5 | 13
CCOC(=O)C1=NN(c2ccccc2C)C2=NC(C)=C(C(=O)OC)C(c3cccs3)N12 (stereo not drawn) | i | -0.7 | 14

4 compounds already listed, ordered by formula weight, low to high:
SMILES | KCNQ2 inh | STK33 kinase inh | OX1R FRET antag
O=C(/C=C/c1ccccc1)NNC1=NS(=O)(=O)c2ccccc21 | i | -2.1 | 12
CC(C)OCCCNc1ncc2c(n1)CC(c1cccs1)CC2=O (stereo not drawn) | i | 0.2 | 12
Cn1c(=O)c2c(SCC(=O)N3CCN(c4ccccc4)CC3)nc(C3CC3)nc2n(C)c1=O | . | -0.3 | -4
COc1ccc(C(C(=O)NCC2CCCO2)N(C(=O)Cn2nnc3ccccc32)c2ccccc2C(C)=O)cc1OC (stereo not drawn) | i | -1.2 | 21

Back to the main list; the 2 compounds before the break are reprinted first.
SMILES | KCNQ2 inh | STK33 kinase inh | OX1R FRET antag
Cc1c(NC(=O)C2CCCCN2S(=O)(=O)c2ccc(Cl)cc2)c(=O)n(-c2ccccc2)n1C (stereo not drawn) | i | -0.5 | 13
CCOC(=O)C1=NN(c2ccccc2C)C2=NC(C)=C(C(=O)OC)C(c3cccs3)N12 (stereo not drawn) | i | -0.7 | 14
CCn1c(=O)cc(NC2=NCC(C)CN2c2cccc(Cl)c2)n(C)c1=O (stereo not drawn) | i | 0.5 | 0
O=C(Nc1ccccc1C(=O)Nc1ccccc1)c1ccco1 | i | 1.4 | 23
CCOC(=O)c1ccc(-n2c(CN3CCC(C(N)=O)CC3)nc3ccc([N+](=O)[O-])cc3c2=O)cc1 | i | 0.2 | 23
Oc1ccc(Nc2nc(-c3cccs3)cs2)cc1 | i | -1.1 | 2
CCn1c(COc2ccc(Cl)cc2)nnc1SCc1ccc(C#N)cc1 | i | 0.3 | 20

Source: PubChem (several laboratories)

Compounds as they come; overall some 2.7% were active at least once.
